DRD3 antagonist – qHTS of D3 Dopamine Receptor Antagonist: qHTS; D(3) dopamine receptor (Homo sapiens), P35462; D3R cells, DiscoveRx beta-arrestin luminescence, antagonist mode; stronger effect = lower value; max response, negative = inhibition, %; 2.5% of 360,000 active; in the data active means max response below about -50%; inconclusive means no clear call, values can overlap the other calls; further: on the % scale 0 is the no-effect control and ±100 the full control effect; mostly tested at two doses, the higher about 12 µM
Target sequence (P35462 whole entry, looked up): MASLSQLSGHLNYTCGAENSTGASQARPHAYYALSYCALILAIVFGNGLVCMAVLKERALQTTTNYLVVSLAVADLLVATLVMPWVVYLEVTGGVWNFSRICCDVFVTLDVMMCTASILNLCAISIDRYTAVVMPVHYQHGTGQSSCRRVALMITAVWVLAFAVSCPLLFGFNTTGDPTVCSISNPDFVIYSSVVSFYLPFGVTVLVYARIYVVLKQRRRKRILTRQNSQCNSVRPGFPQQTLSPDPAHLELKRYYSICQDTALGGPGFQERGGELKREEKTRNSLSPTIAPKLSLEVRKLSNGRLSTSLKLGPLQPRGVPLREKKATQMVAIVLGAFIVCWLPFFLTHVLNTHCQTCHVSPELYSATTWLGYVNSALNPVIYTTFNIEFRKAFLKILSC
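Cells expressing the human receptor were seeded at 1500 cells/well, incubated overnight at 37 degrees C in 5% CO2, then exposed to library compounds with dopamine controls for 90 minutes at 37 degrees C before luminescent detection.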
WRN helicase inh – qHTS for Inhibitors of WRN Helicase; Bifunctional 3'-5' exonuclease/ATP-dependent helicase WRN (Homo sapiens), Q14191; 0.46% of 360,000 active; WRN helicase unwinding, fluorescent forked duplex, kinetic; Potency, µM (top dose mostly 114 µM), without a hit: at the top dose activity change, negative = inhibition, hits mostly inhibitors; further: potency means the concentration at half of the fitted maximal effect; on the % scale 0 is the no-effect control and ±100 the full control effect; nearly all actives have a fitted effect of over 55% in size
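Primary qHTS, 1536-well format. 20 nM WRN + compound, 15 min RT; start with 100 nM forked fluorophore/quencher duplex, 2 mM ATP (final); kinetic read ex 525/em 598 nm.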
GLP1R ag – qHTS of GLP-1 Receptor Agonists; Potency, µM (series often up to 45.6 µM), without a hit: at the highest dose activation, usual class: activators; HEK293 GLP-1R CRE-luciferase, luminescence, 4-6 h; cells express a hypersensitive GLP-1R form; 0.007% of 380,000 active; further: potency means the concentration at half of the fitted maximal effect; % of control where 0% means no effect
Target sequence (P43220 whole entry, looked up): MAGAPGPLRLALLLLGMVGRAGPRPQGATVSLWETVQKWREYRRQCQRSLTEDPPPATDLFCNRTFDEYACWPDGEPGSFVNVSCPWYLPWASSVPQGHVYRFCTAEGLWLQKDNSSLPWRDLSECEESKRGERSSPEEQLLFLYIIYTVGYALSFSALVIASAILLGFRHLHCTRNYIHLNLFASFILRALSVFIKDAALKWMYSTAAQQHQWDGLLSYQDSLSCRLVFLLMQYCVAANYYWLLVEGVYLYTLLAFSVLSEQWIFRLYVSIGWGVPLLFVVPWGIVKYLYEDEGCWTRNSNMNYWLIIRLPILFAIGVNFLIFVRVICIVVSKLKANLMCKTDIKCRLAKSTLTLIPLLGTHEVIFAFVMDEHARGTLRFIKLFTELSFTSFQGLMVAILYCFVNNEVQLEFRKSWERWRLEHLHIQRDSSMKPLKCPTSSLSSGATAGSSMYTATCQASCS
D3 ag – qHTS of D3 Dopamine Receptor Agonist: qHTS; 0.58% of 410,000 active; AID 652048, 2013; D3R DiscoveRx beta-arrestin cells, luminescence, 90 min; max activation, %; in the data active means max activation above about 30%; further: 0% is about no effect; mostly tested at two doses, the higher about 12 µM
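Agonist-mode cell screen: cells plated at 1500/well and incubated overnight at 37 °C, then exposed to library compounds for 90 min at 37 °C. Detection reagent was added for 30–60 min at room temperature, and luminescence was read.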
IL-2 act – qHTS of IL-2 Activators; IL-2 activation reporter assay, cell-based qHTS; stimulated with anti-CD3/CD4/CD28 beads; in transgenic mouse T cells; activation, % (series mostly up to about 46 µM); 0.065% of 360,000 active; AID 652025, 2013; in the data active means activation above about 50%; inconclusive means mostly about 30% to 49%; further: 0% is about no effect
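Unstimulated transgenic mouse T cells; 60-min compound exposure; bead-based TCR/CD4/CD28 stimulation; 18 h culture, 37 degrees C; dual fluorescence (EGFP, DsRed) plate cytometry.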
HEK293 tox – qHTS of GLP-1 Receptor Inverse Agonists: Cytotox Screen | HEK293 cAMP-luciferase reporter cells, luminescence, 24 h | Potency, µM (top dose mostly 38.3 µM), for the others: top-dose activity change, negative = inhibition, usual class: inhibitors | 0.13% of 410,000 active;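 further: loss of luciferase light is scored as toxicity; potency means the concentration at half of the fitted maximal effect; on the % scale 0 is the no-effect control and ±100 the full control effect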
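Compound-treated cells are incubated 24 hr at 37 deg C under 5% CO2 after a 12 hour attachment period, then luciferase detection reagent is added and luminescence is measured following 12 min at room temperature; lowered signal indicates toxicity.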
PI5P4K alpha inh – qHTS for Inhibitors of phosphatidylinositol 5-phosphate 4-kinase (PI5P4K); max response, %; Phosphatidylinositol 5-phosphate 4-kinase type-2 alpha (Homo sapiens), P48426; 1.2% of 330,000 active; PI5P4Kalpha enzyme, ADP-Glo luminescence, 60 min; stronger effect = lower value; AID 652105, 2013; active means max response of -50% or lower; inconclusive means between -30% and -50%; inactive means -30% or higher; further: value at the top dose of about 77 µM; on the % scale 0 is the no-effect control and ±100 the full control effect
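Quantitative HTS of the MLSMR library against PI5P4Kalpha with substrate. ATP added last at 5 microM final; room temperature, 60 minutes. Remaining ATP depleted, ADP converted and read as luminescence.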
GLP1R inv ag – qHTS of GLP-1 Receptor Inverse Agonists (Inhibition Mode). AID 624417, 2012. 1.6% of 410,000 active. HEK293 GLP-1R CRE-luciferase, luminescence, 24 h; GLP-1R form is constitutively active. Potency, µM (highest dose often 38.3 µM), without a hit: at the top dose activity change, negative = inhibition, hits mostly inhibitors; further: potency means the concentration at half of the fitted maximal effect; on the % scale 0 is the no-effect control and ±100 the full control effect; nearly all actives have a fitted effect of over 55% in size
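Seeding at 200 cells/uL, 12 h culture, 24 hr compound treatment, then luciferase reagent and a luminescence read; cells are HEK293 stably expressing a constitutively active GLP-1R plus cAMP-responsive luciferase.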
PLK1 PBD block – qHTS for Inhibitors of PLK1-PDB (polo-like kinase 1 - polo-box domain): Primary Screen; Serine/threonine-protein kinase PLK1 (Homo sapiens), P53350; Plk1 PBD binding of FITC phosphopeptide, fluorescence polarization; Potency, µM, inactives show max response, negative = inhibition, hits mostly inhibitors; 2.8% of 360,000 active; AID 720504, 2013; further: potency means the concentration at half of the fitted maximal effect; series mostly up to about 57 µM; on the % scale 0 is the no-effect control and ±100 the full control effect; nearly all actives have a fitted effect of over 65% in size
An asterisk follows results filed as active; ? = inconclusive; / = not tested or not shown; & = joins results of further samples; [ ] = dose if it differs, or a comment. Unless noted, the call rests on the fitted dose curve; in most records, active means well fitted curve in the direction sought with a large enough effect; inconclusive means small, poorly fitted or top-dose-only effect, or another doubt; inactive means no such curve, though single readings can be large; an effect the other way counts as inactive or inconclusive.

Second line of a record: WRN helicase inh	DRD3 antagonist	GLP1R ag	HEK293 tox	IL-2 act	D3 ag	PLK1 PBD block	PI5P4K alpha inh	GLP1R inv ag
Cc1nc2sc(-c3ccccc3)cc2c(=O)n1/N=C/N(C)C
    11%	3	17%	-19%	0.7	1	6%	-2	-16%
C/C(=C\C(=O)c1ccc(Br)cc1)NCc1ccc2c(c1)OCO2
    -2%	-5	8%	-21%	-0.5	0	-2%	1	?
CN(C)c1cc(-c2ccc(Cl)c(Cl)c2)oc(=O)c1Cl
    -6%	41	5%	7%	0.6	-7	-11%	1	3%
COc1ccc(OC)c(CN2CCN(C(=O)c3cccc(S(=O)(=O)Nc4ccc(F)cc4)c3)CC2)c1
    1%	0	-1%	-15%	8.7	0	-4%	3	?
CN1CCCN(Cc2ccccc2Br)CC1
    -36%	-51*	3%	3%	0.7	-10	-7%	-5	?
CCOc1ccc(NC(=O)CN(C)C(=O)CCNC(=O)c2ccco2)cc1OCC
    -4%	9	-1%	0%	0.5	-12	-2%	-1	1%
CCOc1ccc(NC(=O)CSc2nnc(-c3ccccc3Cl)n2Cc2ccco2)cc1
    -28%[57.1 µM]	19	10%	-22%	-3.4	2	-9%	-4	?
CCc1nnc(NC(=O)c2ccc(-c3cc(C(F)(F)F)ccc3Cl)o2)s1
    -1%	15	0%	0%	0.1	18	2%	/	0%
COc1ccccc1NS(=O)(=O)c1ccc(O)c(C(N)=O)c1
    5%	-6	-18%	3%	3.5	2	-5%	-3	5%
Cc1ccc(NC(=O)CN2C(=O)c3ccccc3C2=O)c(C)c1
    -10%[57.1 µM]	?	-5%	-4%	-2.8	-5	2%	3	9%
Cc1[nH]c(=O)c(C#N)cc1-c1csc(-c2ccccc2)n1
    2%	-9	2%	15%	-2.7	-9	-6%	-1	23%
CCOc1ccccc1OCCCC(=O)Nc1cccc(-n2cnnn2)c1C
    0%	?	3%	-31%	0.3	3	1%	1	-11%
Cc1cc(SCc2ccc(Br)cc2)nc(=O)[nH]1
    -3%[57.1 µM]	5	-2%	2%	-2.9	21	-10%	-4	-6%
Cn1c(=O)c2c(nc(SCC(=O)Nc3ccccc3N3CCCCC3)n2C)n(C)c1=O
    -5%	5	-3%	-1%	0.6	24	-1%	/	116%[activator]
CC(=O)Nc1ccc(Nc2nc(-c3c(C)nc4ccccn34)cs2)cc1
    -15%	-26	-1%	?	1.3	-12	-7%	-12	?

Carrying on:
Second line of a record: WRN helicase inh	DRD3 antagonist	GLP1R ag	HEK293 tox	IL-2 act	D3 ag	PLK1 PBD block	PI5P4K alpha inh	GLP1R inv ag
CCOC(=O)c1ccc(Nc2nc(C)cc(=O)[nH]2)cc1
    -8%	11	0%	0%	-0.6	-4	1%	/	-15%
CN1CCN(CC(=O)c2ccccc2F)CC1
    -18%	-19	0%	3%	-5.3	9	-10%	-9	6%
COc1cc2c(cc1C1NC(=S)NC(C)=C1C(=O)N(C)C)CCCC2 (stereo unspecified)
    -1%	6	-1%	-11%	0.9	-3	-6%	-1	11%
COc1ccc(S(=O)(=O)N=Nc2c(O)[nH]c3ccccc23)cc1
    -10%	139	-4%	16%	-4.8	-10	-14%	-17	0%
COc1ccc(-c2cc(=O)oc3cc(OCC(=O)N[C@@H](Cc4c[nH]c5ccccc45)C(=O)O)ccc23)cc1
    -5%	-29	-2%	5%	0.1	1	-6%	1	3%
Cc1cn([C@H]2C[C@H](O)[C@@H](CNC(=O)[C@H](N)Cc3cscn3)O2)c(=O)[nH]c1=O
    8%	8	-4%	1%	-1.6	1	5%	4	9%
Cc1nc2scc(-c3ccc(Cl)cc3)c2c(=O)o1
    -5%	?	-13%	-12%	-2.5	2	-5%	/	0%
Cc1nc(-c2ccc(NC(=O)C3CCCCC3)cc2)cs1
    13%	-24	-6%	-19%	-0.7	0	-2%	-1	-7%
COc1cccc(C(=O)Oc2cc(N)n(S(=O)(=O)c3ccc(C)cc3)n2)c1OC
    6%	10	-25%	-14%	0.0	-7	-21%	-2	?
O=C(N/N=C/c1ccc(F)cc1)c1ccncc1
    -22%	-2	-8%	2%	-0.4	2	-6%	4	0%
O=C(CCl)Nc1cccc(S(=O)(=O)NC2=NCCCCC2)c1
    -5%	-6	-4%	11µM*	-0.4	-4	-12%	0	?
CC(C(=O)NCC1CCCO1)c1ccc([N+](=O)[O-])cc1 (stereo unspecified)
    -4%	1	9%	5%	-2.1	-2	-3%	1	2%
CCOC(=O)c1c(-c2ccc(OC)cc2)csc1NC(=O)CCN1C(=O)c2ccccc2C1=O
    -6%	47	-11%	-13%	-0.7	20	11µM*	/	-2%
COc1ccccc1N1CCN(C(=O)CN(CCc2ccccc2)S(C)(=O)=O)CC1
    0%	3	0%	-10%	0.4	0	-5%	/	-19%
COc1ccccc1-n1cc(CN2CCN(C3CCCC3)C(CCO)C2)cn1 (stereo unspecified)
    7%	-14	8%	-2%	-2.5	-2	-4%	2	-12%

At a glance, part of the list above:
Second line of a record: WRN helicase inh	DRD3 antagonist	GLP1R ag	HEK293 tox	IL-2 act	D3 ag	PLK1 PBD block	PI5P4K alpha inh	GLP1R inv ag
COc1ccccc1N1CCN(C(=O)CN(CCc2ccccc2)S(C)(=O)=O)CC1
    0%	3	0%	-10%	0.4	0	-5%	/	-19%
COc1ccccc1-n1cc(CN2CCN(C3CCCC3)C(CCO)C2)cn1 (stereo unspecified)
    7%	-14	8%	-2%	-2.5	-2	-4%	2	-12%

(further entries)
Second line of a record: WRN helicase inh	DRD3 antagonist	GLP1R ag	HEK293 tox	IL-2 act	D3 ag	PLK1 PBD block	PI5P4K alpha inh	GLP1R inv ag
CC1CN(C(=O)c2cc(COc3c(F)cccc3F)on2)CCN1C (stereo unspecified)
    ?	-6	6%	10%	-0.2	-17	-15%	0	-8%
COC(=O)c1c(NC(=O)c2ccc(Br)o2)sc(C)c1C
    -9%	7	-1%	2%	1.0	5	?	/	5%
N#CC1=C2SCN(Cc3ccccc3)CN2C(=O)CC1c1ccccc1F (stereo unspecified)
    -3%	-21	-3%	1%	-0.9	0	17µM*	-77*	?
O=C(NCc1ccc(Cl)cc1)C(=O)NCC(c1ccco1)N1CCOCC1 (stereo unspecified)
    3%	7	2%	4%	0.7	11	2%	3	1%
CN(C)CCN1C(=O)C(=O)/C(=C(/O)c2ccc(OCc3ccccc3)cc2)C1c1ccncc1 (stereo unspecified)
    -5%	-24	-1%	-9%	0.0	-2	-3%	-1	21%
CN=C1C=C/C(=N/N=c2\ccn(O)cc2C)C=C1C
    -6%	-68*	10%	?	-5.5	-10	7%	-4	81%[activator]
C=CCn1c(SCC(=O)O)nnc1-c1ccc(C(C)(C)C)cc1
    9%	43	-1%	-12%	-0.1	1	-3%	-16	4%
CCOC(=O)c1sc(Nc2cccc(Cl)c2)nc1C
    -9%	1	?	6%	-2.5	-10	-4%	17	?
Cc1ccc2c(c1)-c1ncc(C(=O)c3ccccc3O)cc1CO2
    /	/	1%	13%	/	8	/	/	-14%
Cc1sc2nc(CSCC(=O)N(C)CC(=O)Nc3ccc(F)cc3)[nH]c(=O)c2c1C
    -15%	0	-2%	8%	-5.8	-1	?	-7	-5%
CCC(Sc1nc2ccccc2s1)C(=O)Nc1cc(C)on1 (stereo unspecified)
    -9%	10	0%	9%	0.3	-1	-10%	1	?
O=[N+]([O-])c1cccc(-c2nnc3cccc(Cl)n23)c1
    6%	12	6%	1%	2.1	5	-10%	7	29%
COC(=O)C(CC(C)C)NC(=O)/C=C/c1ccc(Cl)cc1 (stereo unspecified)
    5%[57.1 µM]	1	4%	-3%	0.5	-2	-6%	-2	-7%
CCc1ccc(-c2nc3ccc(Br)cc3c(C(=O)O)c2C)s1
    -7%	-22	-5%	-4%&-12%	1.5	-2&3	?	1	?
CC[C@H](C)[C@H]1CNC(=S)N1CC1CCN(CCC23CC4CC(CC(C4)C2)C3)CC1
    0%	-83*	6%	3%	-1.0	-37	-5%	-8	-35%

Next records follow:
Second line of a record: WRN helicase inh	DRD3 antagonist	GLP1R ag	HEK293 tox	IL-2 act	D3 ag	PLK1 PBD block	PI5P4K alpha inh	GLP1R inv ag
CC(C)Cn1cc(NC(=O)N2CCN(c3cccc(C(F)(F)F)c3)CC2)c2ccccc2c1=O
    /	/	6%	-18%	/	-13	/	/	?
COC(=O)c1nn(-c2ccccc2)c(Cl)c1/C=N/O
    3%	-6	-5%	-7%	-3.1	-6	8%	-7	36%[activator]
O=C(CN1C(=O)CCSc2ccc(S(=O)(=O)N3CCOCC3)cc21)Nc1cccc(F)c1
    -3%	9	-1%	-4%	0.3	6	?	-15	?
O=C(O)CCN1C(=O)c2ccc(NC(=O)CSc3ccccc3)cc2C1=O
    -6%	-4	-7%	-10%	-0.5	0	27µM*	-12	0%
O=C(NCCCN1CCOCC1)/C(=C/c1cccnc1)NC(=O)c1ccccc1
    5%	-4	1%	3%[7.66 µM]	-0.1	-4	-4%	-3	13%[7.66 µM]
C#CCN(C(=O)Nc1ccccc1)c1ccccc1
    -4%	12	2%	31%	1.1	-2	-2%	-2	0%
O=C(c1ccc(Cl)cc1)N1CCCC(C(=O)N2CCCCC2)C1 (stereo unspecified)
    8%	8	0%	4%	2.9	-9	-12%	2	4%

High-throughput results from PubChem BioAssay.
